PfG6PD inh = PfG6PD (Plasmodium falciparum) enzyme inhibition | PfGluPho enzyme, NADPH resazurin-diaphorase fluorescence | hit rate 0.78% among 350,000 | inhibition, % at 20 µM;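 active means inhibition reaching at least a set limit at 20 µM in the primary screen, cut at about 59% in these data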;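 further: 0% = DMSO wells with substrate and 100% = DMSO wells lacking glucose-6-phosphate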
HKDC1 inhibitor = blocks human hexokinase HKDC1 activity. recombinant HKDC1, G6PDH/diaphorase resazurin coupled fluorescence. Q2TB90. inhibition, % at 20 µM. hit rate 0.16% among 340,000;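 active means inhibition above about 35% when tested at 20 µM, limit read from the data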;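 further: plate controls were DMSO wells with enzyme for no effect and DMSO wells lacking enzyme for full effect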
Target sequence (Q2TB90 whole entry, looked up): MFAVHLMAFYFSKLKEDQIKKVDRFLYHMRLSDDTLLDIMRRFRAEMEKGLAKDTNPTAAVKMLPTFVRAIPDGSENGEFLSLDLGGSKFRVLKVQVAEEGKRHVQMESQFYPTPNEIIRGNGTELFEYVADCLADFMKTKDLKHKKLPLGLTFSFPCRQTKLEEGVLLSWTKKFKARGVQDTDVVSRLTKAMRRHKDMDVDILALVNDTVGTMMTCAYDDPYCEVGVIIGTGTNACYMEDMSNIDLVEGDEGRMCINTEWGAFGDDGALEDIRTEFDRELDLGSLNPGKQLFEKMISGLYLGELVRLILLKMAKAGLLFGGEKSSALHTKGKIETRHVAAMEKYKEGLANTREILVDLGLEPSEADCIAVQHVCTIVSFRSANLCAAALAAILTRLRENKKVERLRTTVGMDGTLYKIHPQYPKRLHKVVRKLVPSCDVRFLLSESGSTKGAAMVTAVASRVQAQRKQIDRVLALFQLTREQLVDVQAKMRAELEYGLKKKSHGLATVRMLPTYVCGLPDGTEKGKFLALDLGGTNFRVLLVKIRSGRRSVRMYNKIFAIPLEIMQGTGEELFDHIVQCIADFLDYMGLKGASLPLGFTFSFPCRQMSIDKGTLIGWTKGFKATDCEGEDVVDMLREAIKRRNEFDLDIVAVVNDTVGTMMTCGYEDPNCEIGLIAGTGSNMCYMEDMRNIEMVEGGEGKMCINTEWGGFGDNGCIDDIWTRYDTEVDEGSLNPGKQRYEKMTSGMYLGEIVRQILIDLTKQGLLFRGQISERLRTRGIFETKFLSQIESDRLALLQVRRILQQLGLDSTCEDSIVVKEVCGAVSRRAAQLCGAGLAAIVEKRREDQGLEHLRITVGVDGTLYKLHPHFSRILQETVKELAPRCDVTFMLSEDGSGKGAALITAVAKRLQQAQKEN
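Test system: Recombinant HKDC1 (HK5) hexokinase enzyme, produced in-house | Input: HKDC1 at 5 µg/mL | Buffer or medium: Tris pH 8.0 buffer with MgCl2, Tween-20, BSA, BME | Schedule: 90 min reaction incubation at room temperature, dark | Technique: Resazurin-to-resorufin fluorescence via G6PDH and diaphorase coupling, 525/613 nm | Controls: DMSO wells with and without enzyme mix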
hIAP block = blocks human intestinal alkaline phosphatase; purified IAP, CDP-Star luminescence, 30 min; inhibition, % at 10 µM; AID 2544; hit rate 0.12% among 330,000; P09923;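 active means inhibition reaching a set limit with compound at 10 µM in the primary screen, cut at about 35% in these data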;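 further: plate controls were DMSO wells with enzyme for no effect and no-enzyme buffer wells for full effect; values of inactives mirror those of a sister screen read the other way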
ATG4B inhibitor = ATG4B (human) cysteine protease inhibition; ATG4B cleavage of LC3-PLA2, NBD-HPC fluorescence, 1 h; AID 504462; inhibition, % at 8.33 µM; hit rate 0.51% among 340,000; in the data active means inhibition above about 40%
hIAP act = human IAP activation. P09923. purified human IAP, CDP-Star luminescence, 30 min; hits give high values; 1 = vehicle-only enzyme, 0 = enzyme-free background. activation factor at 10 µM. hit rate 0.16% among 330,000;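 active means activation factor of the enzyme at least 2-fold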; further: the source names both 10 and 20 µM as test concentration; values of inactives mirror those of a sister screen read the other way
mIAP block = blocks mouse intestinal alkaline phosphatase; AID 2806; hit rate 0.2% among 330,000; inhibition, % at 10 µM; purified mouse IAP, CDP-Star luminescence, 30 min;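 active means inhibition of at least 40% at 10 µM in the primary screen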;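 further: plate controls were DMSO with enzyme for no effect and no enzyme wells for full effect; values of inactives mirror those of a sister screen read the other way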
A3A deaminase = blocks human APOBEC3A ssDNA deamination; hit rate 0.41% among 330,000; recombinant A3A, FAM/TAMRA ssDNA deamination fluorescence; P31941; AID 493011; inhibition, % at 20 µM;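 active means at least 40% inhibition at 20 µM here, with at most 30% in a related deaminase screen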;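 further: plate controls were A3A with DMSO for no effect and wells lacking A3A enzyme for full effect; some results filed as inactive read as strong as hits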
mIAP activ = increases mouse intestinal alkaline phosphatase activity; muIAP, CDP-Star luminescence, 30 min; hits give high values; 1 = vehicle-only enzyme signal, 0 = enzyme-free wells; activation factor at 10 µM; hit rate 0.24% among 330,000; AID 2805;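 active means activation factor of at least 2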; further: the source names both 10 and 20 µM as test concentration; values of inactives mirror those of a sister screen read the other way
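also added = chemiluminescent substrate CDP-Star | test system = mouse IAP enzyme | signal = chemiluminescence readout | compound = DMSO-dissolved test compounds | incubation = 30 min at room temperature | benchmarks = DMSO wells, no-enzyme wells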
* = called active by the depositor.

| mol | PfG6PD inh | HKDC1 inhibitor | hIAP block | ATG4B inhibitor | hIAP act | mIAP block | A3A deaminase | mIAP activ |
| --- | --- | --- | --- | --- | --- | --- | --- | --- |
| O=C(NCc1ccccn1)C(=O)NCC1OCCN1C(=O)c1ccc(Cl)cc1 (configuration not stated) | -3 | 5 | 18 | 0 | 0.82 | -5 | 3 | 1.1 |
| CCn1ccnc1[C@@H]1C[C@H]2CN(c3ccccc3OC)C(=O)[C@]23CCCN13 | -12 | -3 | 0 | 4 | 1 | -6 | 0 | 1.1 |
| O=C(CN1CCCCCC1=O)OCc1ncc(-c2ccccc2)o1 | -5 | -6 | -15 | -10 | 1.1 | -3 | 1 | 1 |
| CCC(C)NC(=O)c1c(F)c(F)c(F)c(F)c1F (configuration not stated) | 7 | 0 | -3 | -11 | 1 | 2 | -4 | 0.98 |
| O=C(O)C(c1ccccc1)C(c1ccccc1)c1ccccc1 (configuration not stated) | -6 | 4 | 1 | 0 | 0.99 | 7 | 5 | 0.93 |
| CCCC(=O)NNC(=O)CCC(=O)NCc1ccccc1 | 3 | -10 | 9 | -5 | 0.91 | 6 | 6 | 0.94 |
| Nc1n[nH]c(-c2ccccc2)c1-c1ccccc1 | -2 | -12 | -18 | 9 | 1.2 | 0 | -5 | 1 |
| COc1cccc(C2C(C(=O)c3sc(C)nc3C)=C(O)C(=O)N2CCN2CCOCC2)c1OC (configuration not stated) | 4 | -5 | 9 | -2 | 0.91 | -2 | -1 | 1 |
| COc1ccc(CCC(=O)NCc2cccc(C(F)(F)F)c2)cc1 | -4 | -4 | -7 | 12 | 1.1 | 5 | 3 | 0.95 |
| COc1ccc2c(c1OC)C(=O)N1N=C(c3ccc(Br)cc3)CC21 (configuration not stated) | 6 | -17 | -8 | 5 | 1.1 | 2 | 0 | 0.98 |
| O=C(NC1CCCCC1)c1cccnc1Sc1ccccc1Cl | -3 | -5 | 13 | 6 | 0.87 | 0 | 0 | 1 |
| CCOC(=O)C1(CCSC)NC(c2ccco2)C2C(=O)N(C)C(=O)C21 (configuration not stated) | -3 | -2 | 5 | -15 | 0.95 | 1 | -1 | 0.99 |
| COc1ccc(COC[C@H](C)[C@H](O)[C@@H](C)[C@H]2OC(=O)[C@@H]2C)cc1 | -2 | -7 | 8 | 2 | 0.92 | 7 | 3 | 0.93 |
| CC(=O)N1CCN(c2cccc(C)c2C)CC1 | 9 | -5 | 0 | -3 | 1 | 6 | 0 | 0.94 |
| COc1ccc(CNC(=O)CNC(=O)c2ccc(Br)o2)cc1OC | -3 | -3 | -4 | -1 | 1 | -8 | 1 | 1.1 |
| COc1ccc(OC)c(NC(=O)NC2CCCCCCC2)c1 | 20 | 1 | -18 | -2 | 1.2 | -4 | -4 | 1 |
| COC(=O)[C@H](CC(C)C)NC(=O)N1CCCCC1 | 7 | -7 | -2 | 2 | 1 | -4 | -2 | 1 |
| Cc1cc(N2CCN(C)CC2)nc2ccc(NC(=S)NCCCN3CCc4ccccc4C3)cc12 | 18 | -2 | 7 | -6 | 0.93 | -6 | 4 | 1.1 |
| CCN(CC)c1ccc(NC(=O)c2c(C)noc2C)cc1 | 18 | 1 | -8 | 0 | 1.1 | 6 | 1 | 0.94 |
| COC(=O)c1cc2ccccc2c(-c2c(OC)c(C(=O)OC)cc3ccccc23)c1OC | 89* | 5 | 19 | -19 | 0.81 | 8 | 3 | 0.92 |
| Cc1nc(-c2ccc(Cl)cc2)sc1C1(C)CC(c2ccc(Br)cc2)=NO1 (configuration not stated) | 10 | 2 | -12 | -4 | 1.1 | -12 | 5 | 1.1 |
| Cc1ccc(NC(=O)C2CCCN(C(=O)c3ccc(Cl)cc3)C2)cc1 (configuration not stated) | 4 | 15 | 9 | -14 | 0.91 | 2 | -3 | 0.98 |
| CC(C(=O)NCC1CCCCC1)N1CCN(S(=O)(=O)c2cccs2)CC1 (configuration not stated) | -2 | 2 | -21 | -1 | 1.2 | -3 | -2 | 1 |
| COc1ccc(C(=O)COC(=O)CCNS(=O)(=O)c2ccc(NC(C)=O)cc2)c(OC)c1 | -5 | 1 | -10 | -9 | 1.1 | -4 | -1 | 1 |
| Cc1cc(C)nc(N/C(=N\S(=O)(=O)Cc2ccccc2)Nc2ccc(F)c(Cl)c2)n1 | 0 | -4 | -13 | -7 | 1.1 | 12 | -2 | 0.88 |
| O=C(CN(CC1CCCO1)C(=O)CNS(=O)(=O)c1ccccc1)NCc1ccccc1 (configuration not stated) | -3 | -4 | 14 | 7 | 0.86 | -2 | -3 | 1 |
| C[C@H](CO)N1C[C@H](C)[C@@H](CN(C)S(=O)(=O)c2ccccc2)Oc2c(NC(=O)Cc3ccccc3)cccc2C1=O | -2 | -5 | -2 | -13 | 1 | 6 | -3 | 0.94 |
| O=C(CCC(F)(F)F)N1CCCC(CO)(CCc2ccccc2)C1 (configuration not stated) | 12 | -5 | 0 | -1 | 1 | 9 | 0 | 0.91 |
| O=C(N/C(=C/c1ccc(Cl)cc1)C(=O)N1CCCCC1)c1ccco1 | 3 | -1 | 9 | -1 | 0.91 | -4 | 0 | 1 |
| COc1ccc2cc(C)c3nnc(SCC(=O)Nc4nc(-c5ccccc5)cs4)n3c2c1 | 4 | -5 | -1 | 1 | 1 | -9 | 2 | 1.1 |
| CCOC(=O)c1ccc(NS(=O)(=O)c2ccc3c(c2)CCCN3C(C)=O)cc1 | -17 | -4 | -6 | -4 | 1.1 | 2 | -3 | 0.98 |
| Cc1ccc(COC(=O)c2cccc(S(=O)(=O)N3CCCCC3)c2)cc1 | 3 | 7 | -8 | -7 | 1.1 | 1 | 1 | 0.99 |
| O=C1[C@H]2[C@@H](c3ccc(Cl)cc3)N3C(=O)N(c4cccc(Cl)c4)C(=O)[C@@]3(Cc3ccccc3)[C@H]2C(=O)N1C1CCCCC1 | 12 | -1 | 2 | -5 | 0.98 | 2 | 0 | 0.98 |
| O=C1c2cccc3c(O)ccc(c23)C(=O)N1c1ccc(Cl)cc1 | 32 | 19 | 16 | -14 | 0.84 | 10 | -78 | 0.9 |
| Cc1noc(C)c1COC(=O)COc1ccc(C#N)cc1 | -8 | -8 | -25 | -1 | 1.2 | -10 | -4 | 1.1 |
| c1ccc(N2CCCCC2)c(Nc2nc3ccccc3n3cnnc23)c1 | 24 | 1 | 15 | -3 | 0.85 | 10 | 2 | 0.9 |
| Cc1cc(C(=O)NC(C)CCC(C)C)c2ccccc2n1 (configuration not stated) | -1 | -4 | -2 | -9 | 1 | 1 | 46* | 0.99 |
| Cn1nc(C(C)(C)C)cc1C(=O)NN1CCOCC1 | 2 | -7 | -7 | 12 | 1.1 | 1 | 2 | 0.99 |
| OCCOCCn1c(C(CO)Nc2nc(-c3ccc(F)cc3)cs2)nc2ccccc21 (configuration not stated) | 3 | -3 | 11 | -6 | 0.89 | -4 | -6 | 1 |
| O=C(NNC(=S)NC(=O)c1cccnc1)c1ccccc1 | -12 | -7 | -8 | -2 | 1.1 | 37 | 1 | 0.63 |

Part of the list above in a different format:
| PfG6PD inh | HKDC1 inhibitor | hIAP block | ATG4B inhibitor | hIAP act | mIAP block | A3A deaminase | mIAP activ | Structure |
| --- | --- | --- | --- | --- | --- | --- | --- | --- |
| 4 | 15 | 9 | -14 | 0.91 | 2 | -3 | 0.98 | Cc1ccc(NC(=O)C2CCCN(C(=O)c3ccc(Cl)cc3)C2)cc1 (configuration not stated) |
| -2 | 2 | -21 | -1 | 1.2 | -3 | -2 | 1 | CC(C(=O)NCC1CCCCC1)N1CCN(S(=O)(=O)c2cccs2)CC1 (configuration not stated) |
| -5 | 1 | -10 | -9 | 1.1 | -4 | -1 | 1 | COc1ccc(C(=O)COC(=O)CCNS(=O)(=O)c2ccc(NC(C)=O)cc2)c(OC)c1 |
| 0 | -4 | -13 | -7 | 1.1 | 12 | -2 | 0.88 | Cc1cc(C)nc(N/C(=N\S(=O)(=O)Cc2ccccc2)Nc2ccc(F)c(Cl)c2)n1 |
| -3 | -4 | 14 | 7 | 0.86 | -2 | -3 | 1 | O=C(CN(CC1CCCO1)C(=O)CNS(=O)(=O)c1ccccc1)NCc1ccccc1 (configuration not stated) |

Further records.
| mol | PfG6PD inh | HKDC1 inhibitor | hIAP block | ATG4B inhibitor | hIAP act | mIAP block | A3A deaminase | mIAP activ |
| --- | --- | --- | --- | --- | --- | --- | --- | --- |
| CCCCCCC(=O)NN1CCN(C)CC1 | -7 | 3 | 9 | 9 | 0.91 | -5 | -5 | 1.1 |
| O=C(NCCc1nc2ccccc2[nH]1)/C(=C/c1ccc2c(c1)OCO2)NC(=O)c1ccc(Cl)cc1Cl | 1 | -5 | 3 | -21 | 0.97 | 13 | 1 | 0.87 |
| COCC(C)NC(=O)c1nn(Cc2ccccc2)c(=O)c2ccccc12 (configuration not stated) | 5 | -1 | -16 | -8 | 1.2 | 5 | -2 | 0.95 |
| O=C1c2cccc(OCC(=O)N3N=C(c4cccs4)CC3c3ccc(F)cc3)c2CCN1Cc1ccccc1 (configuration not stated) | 11 | -13 | -12 | -6 | 1.1 | 0 | -2 | 1 |
| CC(=O)C1=C(O)C(=O)N(c2ccc(Br)cn2)C1c1cccc([N+](=O)[O-])c1 (configuration not stated) | -15 | 5 | 6 | -5 | 0.94 | -1 | -5 | 1 |
| Cc1ccc2nc(NC(=O)c3cccs3)sc2c1 | 7 | 3 | 4 | -3 | 0.96 | 6 | 0 | 0.94 |
| S=c1[nH]ccn1-c1ccc(Cl)cc1 | 29 | 1 | -4 | -7 | 1 | -5 | 1 | 1 |
| CC(C)NC(=O)Nc1ccc2c(c1)C(=O)N([C@H](C)CO)C[C@H](C)[C@@H](CN(C)C(=O)Nc1ccc3c(c1)OCO3)O2 | 37 | -6 | 2 | -3 | 0.98 | -1 | -4 | 1 |
| O=C(NCCn1cc(SCC(=O)N2CCOCC2)c2ccccc21)c1ccccc1 | -3 | -6 | -6 | -12 | 1.1 | 6 | -3 | 0.94 |
| COc1ccc(NC(=O)[C@@H]2CC=C[C@@H]3CCN(Cc4ccccc4)C(=O)[C@@H]32)cc1 | 16 | 0 | 14 | 1 | 0.86 | -19 | 4 | 1.2 |
| O=C(Cc1noc2ccccc12)NNC(=S)Nc1ccccc1 | -2 | -2 | -80 | 6 | 1.8 | -8 | -8 | 1.1 |
| CC(C)c1nnc(NC(=O)COc2ccc3c(c2)OCO3)s1 | 8 | -4 | 16 | -4 | 0.84 | -9 | -2 | 1.1 |
| COc1ccc(C2=CC(=O)CC(C)(C)C2)cc1 | 6 | -4 | 0 | 10 | 0.99 | 4 | -2 | 0.96 |

Rewritten with the structure last: entries from further up
PfG6PD inh,HKDC1 inhibitor,hIAP block,ATG4B inhibitor,hIAP act,mIAP block,A3A deaminase,mIAP activ,SMILES
11,-13,-12,-6,1.1,0,-2,1,O=C1c2cccc(OCC(=O)N3N=C(c4cccs4)CC3c3ccc(F)cc3)c2CCN1Cc1ccccc1 (configuration not stated)
-15,5,6,-5,0.94,-1,-5,1,CC(=O)C1=C(O)C(=O)N(c2ccc(Br)cn2)C1c1cccc([N+](=O)[O-])c1 (configuration not stated)
